Mcl-1 Bim block: human Bim-Mcl-1 interaction inhibition; inhibition, % at 10 µM; 190,000 compounds, 0.1% hits; Q07820; Bead-based flow cytometry, Bim peptide-Mcl-1 binding; in the data active means inhibition above about 40%;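 further: 0% = no compound tracer wells and 100% = peptide blocker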
Target sequence (Q07820 whole entry, looked up): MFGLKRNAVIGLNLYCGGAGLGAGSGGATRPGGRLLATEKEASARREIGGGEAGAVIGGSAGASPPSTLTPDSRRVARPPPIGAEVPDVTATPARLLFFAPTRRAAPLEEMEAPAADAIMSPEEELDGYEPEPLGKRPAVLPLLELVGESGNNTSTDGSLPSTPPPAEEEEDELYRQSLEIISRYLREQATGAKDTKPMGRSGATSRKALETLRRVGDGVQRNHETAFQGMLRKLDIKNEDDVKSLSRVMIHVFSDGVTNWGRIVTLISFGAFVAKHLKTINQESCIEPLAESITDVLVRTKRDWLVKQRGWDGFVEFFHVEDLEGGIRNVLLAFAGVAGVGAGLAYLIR
Avidin bead fluor: compound fluoresces at 488/530 nm on avidin beads | fluorescence (KMESF) at 10 µM | AID 1775 | 220,000 compounds, 0.38% hits | compound fluorescence 488/530 nm, flow cytometry; stronger effect = higher value; in the data active means fluorescence above about 47; further: inactives centre near 10
Pf gamet viab: kills late stage P. falciparum gametocytes. 150,000 compounds, 0.065% hits. inhibition, % at 10.9 µM. AID 743093. P. falciparum stage V gametocytes, ATP luminescence, 24 h;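 active means inhibition above the mean plus 3 SD of compounds within the control limits, set per campaign, cut at about 38% in these data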;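 further: 0% = DMSO wells and 100% = medium only without gametocytes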
Mcl1-Bid inh: Mcl-1/Bid interaction inhibition. TR-FRET Mcl-1/Bid-Dy647 peptide binding, 1536-well. 220,000 compounds, 0.97% hits. inhibition, % at 21.7 µM. Q07820. AID 1021;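 active means compounds that cut the binding signal by more than half at the single screening dose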;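 further: His-tagged Mcl-1 with europium anti-His antibody binding Bid BH3 peptide; 0% = Mcl-1 plus peptide wells and 100% = peptide-only wells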
Mcl1 Noxa PPI: disrupts binding of human Mcl-1 to Noxa peptide | inhibition, % at 21.7 µM | Q07820 | AID 1022 | TR-FRET Mcl-1/Noxa peptide binding, 2 h | 220,000 compounds, 1.5% hits;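 active means compounds that cut the protein-peptide binding signal by more than 50% relative to plate controls in a single-dose test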;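 further: His-tagged Mcl-1 with rhodamine Noxa BH3 peptide and terbium anti-His antibody; 0% = Mcl-1 plus Noxa peptide wells and 100% = peptide-only wells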
The depositor's hits bear a star; x = no result given. This is a subset; count on the stated rates, not on these rows.

| structure | Mcl-1 Bim block | Avidin bead fluor | Pf gamet viab | Mcl1-Bid inh | Mcl1 Noxa PPI |
| --- | --- | --- | --- | --- | --- |
| NCCc1c[nH]c2ccc(F)cc12 | x | x | x | -16.3 | -20.1 |
| O=C(NC(=O)c1c(F)cccc1F)Nc1cc(Cl)c(F)c(Cl)c1F | x | 2 | x | -8.9 | -14.3 |
| CN1CCC(c2c[nH]c3ccccc23)C1 (centres undefined) | x | 10 | x | -63.7 | 4.8 |
| NC(=S)c1cn(C2OC(CO)C(O)C2O)c2ncnc(N)c12 (centres undefined) | x | 19 | x | -13.0 | -4.3 |
| CCC(CO)NC(=O)C1C=C2c3cccc4[nH]cc(c34)CC2N(C)C1 (centres undefined) | x | 4 | x | -143.3 | 16.8 |
| O=[N+]([O-])c1cccc2c([As](=O)(O)O)cccc12 | x | 7 | x | 19.3 | 28.0 |
| Oc1ccc2c3c1O[C@H]1c4oc5ccccc5c4C[C@@]4(O)[C@@H](C2)N(CC2CC2)CC[C@]314 | x | 8 | x | -68.7 | 9.5 |
| C=CCNC(=S)Nc1ccc(OC(=O)Nc2ccc(Cl)c(Cl)c2)cc1 | x | 9 | x | -70.7 | -5.9 |
| c1ccc(-c2nnc(C3CC(c4cccnc4)=NO3)o2)cc1 (centres undefined) | x | 12 | x | 4.8 | -4.4 |
| CCN(CC)C(=O)c1ccc2c(c1)C1C(Cl)C(Sc3ccccc3[N+](=O)[O-])CC1C(C(=O)O)N2 (centres undefined) | x | 6 | x | -1.3 | 63.4* |
| Cc1ccccc1NC(=O)NCCN1CC1 | x | 6 | x | 0.4 | 8.3 |
| N#CC(C#N)=Cc1ccc(C=C(C#N)C#N)cc1 | x | 4 | x | -16.7 | -4.1 |
| CC1Oc2cc3c(-c4c(O)cc(O)c5c(O)c6c(cc45)OC(C)C(C)C6=O)c(O)cc(O)c3c(O)c2C(=O)C1C (centres undefined) | x | 0 | x | 41.6 | 103.1* |
| CCN(CC)c1ccc(C=C2C(=O)NC(=S)NC2=O)cc1 | x | 4 | x | 27.0 | 47.5 |
| Brc1ccccc1 | x | 8 | x | 82.5* | -15.3 |
| COc1cc(C[C@@H](C)N)c(OC)cc1I | x | 6 | x | -28.8 | 0.0 |
| CCCN(CCC)[C@@H]1CCc2cccc(O)c2C1 | x | 8 | x | -56.5 | -7.7 |
| O=C1NC(=O)N(c2ccccc2)C(=O)/C1=C\c1ccc([N+](=O)[O-])o1 | x | 5 | x | 9.8 | 62.7* |
| CCOP(=O)(OCC)/C(C#N)=C/c1ccoc1 | x | 6 | x | -16.0 | 12.0 |
| CNCCc1ccccc1 | x | 8 | x | -28.6 | -0.2 |
| Cc1c(CCN)ccc2c1[nH]c1ccccc12 | x | 5 | x | -13.0 | 24.4 |
| O=C1CCCN1CC#CCN1CCCC1 | x | 7 | x | -17.3 | -5.8 |
| COC1CC(OC2CCC3(C)C(CCC4C3CCC3(C)C(C5=CC(=O)OC5)C(OC(C)=O)CC43O)C2)OC(C)C1OC1OC(COC2OC(CO)C(O)C(O)C2O)C(O)C(O)C1O (centres undefined) | x | 9 | x | -16.5 | 29.2 |
| Cc1c(C(=O)c2ccccc2)c2ccccc2n1C | x | 9 | x | -18.8 | -5.1 |
| C=CCN1CC[C@@]2(C)c3cc(O)ccc3CC1[C@@H]2C | x | 9 | x | 17.5 | 10.6 |
| Cc1nc2c(c(=O)[nH]1)C(c1ccccc1Cl)c1c(c3ccccc3oc1=O)O2 (centres undefined) | x | 8 | x | -4.3 | 1.9 |
| CCC1(OC(=O)CN)C(=O)OCc2c1cc1n(c2=O)Cc2cc3ccccc3nc2-1 (centres undefined) | x | 8 | x | 9.3 | 3.1 |
| Cc1nc2c(c(=O)[nH]1)C(c1ccc([N+](=O)[O-])cc1)c1c(c3ccccc3oc1=O)O2 (centres undefined) | x | 7 | x | 0.6 | 10.8 |
| CCOP(=O)(OCC)Oc1cc(C)c(N(C)C)c(C)c1 | x | 6 | x | -14.1 | 10.3 |
| C=C(C)CN1CC[C@]23c4c5ccc(O)c4O[C@H]2c2[nH]c4ccccc4c2C[C@@]3(O)C1C5 | -2.0 | 7 | x | 0.0 | 5.5 |
| CN[C@H](C)[C@H](O)c1ccccc1 | 0.0 | 5 | x | -13.6 | -45.5 |
| CN1C(=O)CN=C(c2ccccc2)c2cc([N+](=O)[O-])ccc21 | 0.0 | 7 | x | 13.2 | 4.9 |
| FC(F)(F)c1cccc(N2CCNCC2)c1 | -2.0 | 5 | x | 1.0 | -23.2 |
| COC(=O)C1=C(c2ccc(-c3ccccc3)c(F)c2)C[C@@H]2CC[C@H]1N2C(=O)NCc1cc(C)oc1C(F)(F)F | x | x | 8.8 | x | x |
| COC(=O)C1=C(c2ccccc2OCc2ccccc2)C[C@@H]2CC[C@H]1N2C(=O)NCc1ccc(Br)cc1 | x | x | 10.1 | x | x |
| Cc1ccc(-c2cc(-c3ccccc3)cc(-c3ccccc3)[n+]2-c2ccccc2C(=O)O)cc1 | x | x | 5.3 | x | x |
| Cn1c(O)c(C=NC2CCN(Cc3ccccc3)CC2)c(=O)n(C)c1=O | x | x | -6.4 | x | x |
| ClCCN1CCN(c2ccnc3cc(Cl)ccc23)CC1 | x | x | -69.8 | x | x |
| COC(=O)C1=C(c2ccc(OC(F)(F)F)cc2)C[C@@H]2CC[C@H]1N2C(=O)N1CCC(O)CC1 | x | x | -6.9 | x | x |
| COC(=O)C1=C(c2ccc(OC(F)(F)F)cc2)C[C@@H]2CC[C@H]1N2C(=O)N1CCOCC1 | x | x | -13.1 | x | x |

Arranged by SMILES length (lowest first): some entries from above.
| structure | Mcl-1 Bim block | Avidin bead fluor | Pf gamet viab | Mcl1-Bid inh | Mcl1 Noxa PPI |
| --- | --- | --- | --- | --- | --- |
| CN1C(=O)CN=C(c2ccccc2)c2cc([N+](=O)[O-])ccc21 | 0.0 | 7 | x | 13.2 | 4.9 |
| Cc1ccc(-c2cc(-c3ccccc3)cc(-c3ccccc3)[n+]2-c2ccccc2C(=O)O)cc1 | x | x | 5.3 | x | x |
| COC(=O)C1=C(c2ccc(OC(F)(F)F)cc2)C[C@@H]2CC[C@H]1N2C(=O)N1CCOCC1 | x | x | -13.1 | x | x |
| COC(=O)C1=C(c2ccc(-c3ccccc3)c(F)c2)C[C@@H]2CC[C@H]1N2C(=O)NCc1cc(C)oc1C(F)(F)F | x | x | 8.8 | x | x |

Other compounds
mol	Mcl-1 Bim block	Avidin bead fluor	Pf gamet viab	Mcl1-Bid inh	Mcl1 Noxa PPI
CCN1CCC(NCC2CCCCC2)CC1	x	x	-5.5	x	x
COc1ccc(-c2nn(CCC#N)cc2C(=O)Nc2ccc(C(C)=O)cc2)cc1	x	x	9.5	x	x
COc1cc(OC)c(OC)cc1CN1CCN(C(=O)Cc2ccccc2)CC1	x	x	-7.1	x	x
COC(=O)C1=C(c2ccc(F)cc2OCc2ccccc2)C[C@@H]2CC[C@H]1N2C(=O)NCCNC(C)=O	x	x	-2.8	x	x
COC(=O)C1=C(c2c(C)noc2C)C[C@@H]2CC[C@H]1N2C(=O)NC1CCCCC1	x	x	0.1	x	x
COc1cc(Br)c(CNCCc2ccc3c(c2)OCO3)cc1OC	x	x	-6.4	x	x
CCN1CCC(N(C)C2CCCCC2)CC1	x	x	6.2	x	x
Clc1ccc(C[n+]2c(-c3ccccc3)cc(-c3ccccc3)cc2-c2ccccc2)cc1	x	x	-3.4	x	x
C=CC[C@@H](C)CC(=O)C(CCCN=[N+]=[N-])SOOc1ccccc1 (some centres undefined)	x	x	8.3	x	x
COC(=O)C1=C(c2cc3ccccc3o2)C[C@@H]2CC[C@H]1N2C(=O)NCCO	x	x	2.2	x	x
O=C(O)C1C2CCC(O2)C1C(=O)Nc1cccc(Br)c1 (centres undefined)	x	x	-23.0	x	x
Clc1ccccc1N1CCN(Cc2ccc3c(c2)OCO3)CC1	x	x	-23.9	x	x
O=C1NC(=S)N(c2ccccc2)C(=O)/C1=C/c1ccco1	x	x	2.2	x	x
c1ccc(CN2CCN(Cc3ccc4ccccc4c3)CC2)cc1	x	x	-7.6	x	x
Cc1cccc(N/N=C/c2c(O)[nH]c(=S)[nH]c2=O)c1	x	x	-4.8	x	x
COC(=O)C1=C(c2ccc(F)cc2OCc2ccccc2)C[C@@H]2CC[C@H]1N2C(=O)NCC1CC1	x	x	-18.4	x	x
COC(=O)C1=C(c2ccc(C(C)=O)cc2)C[C@@H]2CC[C@H]1N2C(=O)NCCOc1ccccc1Cl	x	x	-33.0	x	x
COc1cc2c(cc1OC)C1[C@H]3C(=CC[C@H]1OC2O)CCN3C (some centres undefined)	x	x	18.7	x	x
COc1ccccc1CCNC1CCCCCC1	x	x	28.9	x	x
Cc1ccc(-c2cc(-c3ccc(C)cc3)[n+](-c3ccc(C(=O)[O-])cc3)c(-c3ccc(C)cc3)c2)cc1	x	x	13.4	x	x
COC(=O)C1=C(c2ccc(Cl)c(C(F)(F)F)c2)C[C@@H]2CC[C@H]1N2C(=O)NC1CC1	x	x	-7.7	x	x
COC(=O)C1=C(c2ccc(OC)c(OC)c2)C[C@@H]2CC[C@H]1N2C(=O)NCc1ccco1	x	x	-7.4	x	x
O=c1[nH]c(O)c(C=Nc2cc(F)cc(F)c2)c(=O)[nH]1	x	x	-8.8	x	x
N#CCCn1cc(C(=O)Nc2ccccc2Cl)c(-c2ccc(F)cc2)n1	x	x	10.8	x	x
Fc1ccc(CNC2CN3CCC2CC3)cc1 (centres undefined)	x	x	0.8	x	x
COc1ccc(Cc2c(O)[nH]c(=S)[nH]c2=O)cc1	x	x	-0.3	x	x
COC(=O)C1=C(c2ccc(-c3ccccc3)c(F)c2)C[C@@H]2CC[C@H]1N2C(=O)NC1Cc2ccccc2C1	x	x	-0.1	x	x
COc1ccccc1CN1CCCC(C(=O)c2ccccc2OC)C1 (centres undefined)	x	x	0.2	x	x
COC(=O)C1=C(c2ccc(Cl)c(C(F)(F)F)c2)C[C@@H]2CC[C@H]1N2C(=O)N1CCC(O)(c2ccc(Cl)cc2)CC1	x	x	7.5	x	x
CCOc1ccc(-c2cc(C(=O)N3CCC4(CC3)OCCO4)c3ccccc3n2)cc1	x	x	4.8	x	x
COC(=O)C1=C(c2ccc(S(C)(=O)=O)cc2)C[C@@H]2CC[C@H]1N2C(=O)NC1CC1	x	x	4.1	x	x
COC(=O)C1=C(c2ccccc2OCc2ccccc2)C[C@@H]2CC[C@H]1N2C(=O)NCc1ccc(N(C)C)cc1	x	x	-2.8	x	x
COc1cccc(CN2CCN(C(=O)Cc3ccccc3OC)CC2)c1	x	x	12.9	x	x
Cc1ccccc1-n1c(C)nc2ccsc2c1=O	x	x	15.3	x	x
CCCCCn1c(=O)c(C(=O)Nc2ccccc2Cl)c(O)c2ccccc21	x	x	-10.6	x	x
COC(=O)C1=C(c2ccc(F)cc2F)C[C@@H]2CC[C@H]1N2C	x	x	-28.4	x	x
COC(=O)C1=C(c2c(C)noc2C)C[C@@H]2CC[C@H]1N2C(=O)NC(C)C	x	x	10.6	x	x
Cc1ccsc1CNCCc1ccccc1F	x	x	-0.6	x	x
CCOC(=O)[C@]12Cc3cc(OC)ccc3[C@H]1N(Cc1ccccc1)C(=O)c1cc(F)c(F)cc12	x	x	-9.1	x	x
CN1CCN(CC#CCOc2ccc(Cl)cc2)CC1	x	x	1.1	x	x
C=CCN1CCc2cccc3c2[C@H]1Cc1ccc(O)c(O)c1-3	x	x	-0.8	x	x
COC(=O)C1=C(c2cccc(OC)c2OC)C[C@@H]2CC[C@H]1N2C(=O)N1CCCCC1	x	x	-2.6	x	x
COC(=O)C1=C(c2ccccc2)C[C@@H]2CC[C@H]1N2C(=O)NCc1cccc2ccccc12	x	x	-22.4	x	x
CO[C@@H]1C=CC23c4cc5c(cc4CO[C@]2(O)CN(C)[C@H]3C1)OCO5 (some centres undefined)	x	x	-9.5	x	x
Cc1ccc(OCCOc2cccc(C=C3C(=O)NC(=O)NC3=O)c2)c(C)c1	x	x	-15.0	x	x
O=C(Nc1cccc(Cl)c1)c1c(O)c2c(n(Cc3ccco3)c1=O)CCCC2	x	x	12.4	x	x
COc1ccc(CNCCc2ccc(Cl)cc2Cl)cc1	x	x	17.3	x	x
Cc1nc2ccccc2c(=O)n1-c1cccc(C(F)(F)F)c1	x	x	10.5	x	x

Source: PubChem BioAssay (several laboratories)
